ARNT TACC3 PPI – disrupts binding between human ARNT and TACC3; Q9Y6A5; AlphaScreen His-ARNT PAS-B/GST-TACC3 binding, luminescence; TACC3 fragment carries E629A point mutation; inhibition, % at 9.99 µM; actives 0.66% (n = 390,000); AID 623870;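 active = mean inhibition of replicates at least 50% and at least half of replicates each reaching 50%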;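 note: 0% = complete ARNT plus TACC3 wells and 100% = ARNT alone without TACC3; many hits fall short of the cut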
Statin myotox sup – suppression of simvastatin myotoxicity; C2C12 myotubes + simvastatin, ATP luminescence, 48 h; scaled: DMSO 0, geranylgeraniol control 100; rescue of ATP level, % at 7.49 µM; actives 0.78% (n = 330,000); AID 602340;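 active = mean ATP rescue above about 67%, or every replicate alone reaching that limit, limit read from the data, passing the limit was not always enough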;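 note: myotubes were challenged with 10 µM simvastatin during compound exposure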
miR-122 sensor – inhibitors of miR-122 in Huh7 cells; activation (reporter increase), % at 12.5 µM; Huh7 miR-122 Renilla luciferase sensor, 48 h; neutral wells = 0, positive control = 100; actives 0.3% (n = 340,000); AID 602342;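 active = mean replicate activation score at least 90 and every replicate individually at or above 90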;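 note: higher luciferase means less miR-122 activity so hits act as miR-122 inhibitors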
ERp5 inh – ERp5 (human) disulfide isomerase inhibition | AID 651711 | inhibition, % at 9.99 µM | actives 0.05% (n = 350,000) | Q15084 | ERp5 insulin aggregation, absorbance 650 nm, 90 min;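 active = mean replicate inhibition above about 25%, with every replicate also reaching it, limit read from the data, passing the limit was not always enough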
Target sequence (Q15084 whole entry, looked up): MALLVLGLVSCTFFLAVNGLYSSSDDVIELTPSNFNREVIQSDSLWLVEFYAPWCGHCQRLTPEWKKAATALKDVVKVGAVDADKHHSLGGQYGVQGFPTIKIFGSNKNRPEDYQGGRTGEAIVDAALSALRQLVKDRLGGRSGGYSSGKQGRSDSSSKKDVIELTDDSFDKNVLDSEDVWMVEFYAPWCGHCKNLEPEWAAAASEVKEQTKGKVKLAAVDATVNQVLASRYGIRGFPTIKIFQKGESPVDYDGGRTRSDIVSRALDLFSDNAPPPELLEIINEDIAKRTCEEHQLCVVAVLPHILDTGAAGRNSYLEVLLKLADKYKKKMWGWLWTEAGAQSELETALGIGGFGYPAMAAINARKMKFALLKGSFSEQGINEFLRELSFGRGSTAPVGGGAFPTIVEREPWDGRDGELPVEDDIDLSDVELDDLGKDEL
esBAF inh – SWI/SNF esBAF complex inhibition. reporter increase, % at 12.5 µM. AID 602393. actives 2% (n = 350,000). mouse ES cells, Bmi1-luciferase knock-in reporter, 24 h; 100% = twice the neutral-well signal; in the data active = activation above about 40%;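 note: 0% = median of the plate's neutral control wells and 100% = double that signal; a rise in the Bmi1 reporter signal indicates esBAF inhibition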
Cneo AK release – causes C. neoformans cell lysis; adenylate kinase release luminescence, 4 h; normalised: neutral wells 0, clomiphene wells 100; lysis activity, % at 15 µM; actives 0.2% (n = 360,000); AID 651654;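 active = mean lysis activity across replicates of at least 80%, whatever share of replicates individually reach that level; inactive = mean lysis activity below 80%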
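Material: C. neoformans cells | Amount: Yeast cell density of 5 × 10^6 cells/mL | Medium: Fresh YPD growth medium | Dosing: Single dose | Times: Static 4 h at 37 °C with compound, 1 h detection | Detection: AK luminescence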
SIRT5 inh – inhibitors of human sirtuin-5 desuccinylase | Purified SirT5, succinyl-peptide AMC, trypsin-coupled fluorescence | inhibition, % at 15 µM | actives 1.1% (n = 330,000) | AID 652115; in the data active = inhibition above about 15%
Target sequence (Q9NXA8 whole entry, looked up): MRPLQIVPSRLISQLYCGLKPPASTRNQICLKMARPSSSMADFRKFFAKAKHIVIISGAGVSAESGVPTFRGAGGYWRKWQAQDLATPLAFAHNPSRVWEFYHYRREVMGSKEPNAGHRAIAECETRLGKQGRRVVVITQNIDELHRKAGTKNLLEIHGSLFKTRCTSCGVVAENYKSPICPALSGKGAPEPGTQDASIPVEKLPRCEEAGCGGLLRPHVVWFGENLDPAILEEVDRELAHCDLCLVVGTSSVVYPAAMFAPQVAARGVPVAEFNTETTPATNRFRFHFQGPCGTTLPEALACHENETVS
An asterisk follows results filed as active; · = no result given; & = joins results of further samples; [ ] = dose if it differs, or a comment.

SMILES	ARNT TACC3 PPI	Statin myotox sup	miR-122 sensor	ERp5 inh	esBAF inh	Cneo AK release	SIRT5 inh
Cc1ccc(S(=O)(=O)c2nnn3c2nc(N2CCOCC2)c2ccccc23)cc1	5	2	-4	-6	1	1	-3
Cc1ccc(S(=O)(=O)Nc2c(C)n(C)n(-c3ccccc3)c2=O)cc1C(=O)NCc1ccccc1	-3	1	3	-4	-3	0	0
CC1CCC(CN2CCN=C2Nc2ccccc2)CC1 (stereo unspecified)	-4	-15	-4	-3	13	5	·
COc1ccc(-c2ocnc2C(=O)Nc2ccc(N3CCOCC3)cc2N2CCOCC2)cc1OC	4	-5	-5	4	11	0	1
O=[N+]([O-])c1ccccc1S(=O)(=O)NC1CC2CCC1C2 (stereo unspecified)	-9	10	15	0	1	-2	-3
CCC(C)NC(=O)CN(c1cc(Cl)ccc1OC)S(C)(=O)=O (stereo unspecified)	0	·	-1	·	·	-1	·
COc1ccc(NC(=O)c2ccccc2NC(=O)C2CCCO2)cc1 (stereo unspecified)	0	-16	6	·	15	0	·
Cc1ccccc1-n1c(=O)cc(N2CCc3ccccc32)[nH]c1=O	-3	8	-8	8	-10	0	·
C=CCC[C@H](Cc1ccc(F)cc1)C(=O)OC[C@@H](Cc1c[nH]c2ccccc12)NC(=O)[C@@H](CC=C)CC(=O)N[C@@H](CO)Cc1ccccc1	-3	18	-24	-1	2	5	4
COCC(C)NC(=O)c1cc(OC)cc(OC)c1 (stereo unspecified)	-11	·	·	-2	·	·	-4
O=C(Nc1ccccc1N1CCCCC1)c1ccco1	-10	-22	-4	·	-1	-11	·
CN(C)c1ccc(-c2csc(C(C)(O)c3cccc(F)c3)n2)cc1 (stereo unspecified)	·	7	2	-3	45*	-9	-5
CC(c1ccccc1)N1CC(C(=O)N2CCCC(C(N)=O)C2)CC1=O (stereo unspecified)	-9	-2	-3	-2	-6	1	-4
Cc1noc(C)c1NC(=O)Nc1cccc2c1O[C@H](CN(C)Cc1ccc(C(=O)O)cc1)[C@@H](C)CN([C@H](C)CO)C2=O	-10	62	-13[16.7 µM]	-8	-2	3	-2
CC1CN(S(=O)(=O)c2cccc(-c3csc(-c4ccccc4)n3)c2)CC(C)O1 (stereo unspecified)	-5	10	34	·	2	-1	·
COc1cccc(CC(=O)OCC(=O)N2CCN(c3ccc(F)cc3)CC2)c1	0	·	·	2	·	-2	-1
COc1ccc(CCC(=O)NCCc2cn3c(C)csc3n2)cc1	-2	-5	7	6	5	-1	-5
CN1CCN(CCC(=O)N2c3ccccc3Sc3ccc(Cl)cc32)CC1	-1	-5	6	3	-6	3	-5
CC=Cc1ccc2n(c1=O)C[C@H]1[C@H](CO)[C@@H](C(=O)NCCC)[C@@H]2N1CC1CCOCC1 (mixture of isomers)	-1	-1	2[16.7 µM]	-10	4	0	-1
CC(=O)Nc1nc(C2COc3ccccc3O2)cs1 (stereo unspecified)	-4	14	-8	1	4	-5	·
CC(C)NC(=O)COc1coc(CN2CCN(C(=O)c3ccco3)CC2)cc1=O	30	3	·	11	-7	-1	0
CC1CC1C(=O)OCC(=O)NCc1ccccc1Cl (stereo unspecified)	6	-1	2	-12	-2	0	1
c1ccc2c(c1)[nH]c1c(N3CCC4(CC3)OCCO4)ncnc12	-1	-161	·	·	-30	1	·
COC(=O)c1ccc(C(=O)O)nc1	53*	·	·	-2	·	·	0
CC(C)CCNC(=O)c1c(CSc2ccc(Cl)cc2)noc1C(=O)NCc1ccccc1	-3	3	-7	·	6	-1	·
O=C(NNS(=O)(=O)c1ccc(Cl)cc1)c1cccc(S(=O)(=O)N2CCOCC2)c1	4	16	249*	-1	-4	-8	1
CC1CCN(C(=O)COC(=O)c2nn(C)c(=O)c3ccccc23)CC1	1	7	3	1	-17	-4	2
O=C(Nc1ccc(Br)cc1Br)c1cccc2c1C(=O)N(C1CCCCC1)C2	0	-21	·	3	-6	10	1
CC(C)OC(=O)N(C)C[C@@H]1OCc2cnnn2CCCC(=O)N([C@@H](C)CO)C[C@H]1C	-4&-6	5&8&8	0	-4&3&5	0&5&1	-4&3	-4&0&-2
O=C(CSc1ncnc2nc[nH]c12)NCCc1ccccc1	-3	13	2	·	-11	3	·

As entered above:
O=C(CSc1ncnc2nc[nH]c12)NCCc1ccccc1 @ Statin myotox sup: 13
CC1CCN(C(=O)COC(=O)c2nn(C)c(=O)c3ccccc23)CC1 @ ARNT TACC3 PPI: 1

(further entries)
SMILES	ARNT TACC3 PPI	Statin myotox sup	miR-122 sensor	ERp5 inh	esBAF inh	Cneo AK release	SIRT5 inh
O=C(CCc1ccc(S(=O)(=O)NCCc2ccccc2)cc1)N1CCN(Cc2ccc3c(c2)OCO3)CC1	3	21	59	·	1	-3	·
Cc1cc(=O)oc2cc(NC(=S)NCc3cccnc3)ccc12	1	-9	18	-1	13	-3	-4
O=C1CCCN1CC(O)CS(=O)(=O)c1ccccc1 (stereo unspecified)	-8	3	-14	·	0	0	·
Cc1nc(C(F)(F)F)ccc1C(=O)Nc1ccc2ccccc2n1	-2	-4	-5	8	21	6	-3
COc1ccc(NC(=O)C(C)Oc2ccc(/C(C)=N\O)cc2)cc1 (stereo unspecified)	14	7	3	·	2	1	·
O=c1nc(/C=C/c2ccccc2C(F)(F)F)cc(C(F)(F)F)[nH]1	1	23	-4	-1	3	3	-3
COc1ccc(S(=O)(=O)Nc2ccc3c(c2)C(=O)N([C@H](C)CO)C[C@H](C)[C@H](CN(C)Cc2ccc4c(c2)OCO4)OCCCC[C@@H](C)O3)cc1	-1	-21	1[16.7 µM]	-2	-2	4	12
CC(=O)N(C)C[C@@H]1Oc2cc(Br)ccc2S(=O)(=O)N([C@@H](C)CO)C[C@H]1C	3	3	-4[16.7 µM]	4	0	-4	-4
COCC(=O)Nc1cccc2ccccc12	12	·	4	·	-5	·	·
C[C@@H]1CCCCO[C@H](CN(C)Cc2ccc(C(F)(F)F)cc2)[C@@H](C)CN([C@@H](C)CO)C(=O)c2cc(NS(=O)(=O)c3cn(C)cn3)ccc2O1	3	·	2[16.7 µM]	1	1	0	10
C[C@H](CO)N1C[C@H](C)[C@H](CN(C)Cc2ccc(C(=O)O)cc2)Oc2c(cccc2N(C)C)C1=O	-19	-12	0[16.7 µM]	1	2	-7	-1
Cc1ccc(-c2nc(CN3CCN(c4cnccn4)CC3)c(C)o2)o1	-1	·	·	6	·	·	-4
C[C@H]1CN([C@@H](C)CO)C(=O)c2cc(NC(=O)Nc3cccc4ccccc34)ccc2O[C@H]1CN(C)Cc1ccc(Cl)c(Cl)c1	6	·	-9[16.7 µM]	11	2	-2	3
Cc1cccc(OCCCN2CCOCC2)c1	-3	-5	-6	2	4	7	-2
O=C(O)CCSC1CC(=O)N(c2ccccc2)C1=O (stereo unspecified)	-4	9	·	6	3	·	-5
COc1ccc(-c2nonc2NC(=O)c2ccco2)cc1OC	5	-1	-2	2	-4	1	-9
CCOc1ccccc1NC(=O)c1cc(=O)[nH]c2ccc(S(=O)(=O)N3CCOCC3)cc12	·	0	3	-5	5	3	2
Cc1cc(NC(=O)c2cc(CC(C)C)on2)no1	0	-5	0	1	31	-1	-2
COc1ccc(C(=O)C(/C=N/O)=N/Nc2ccc(F)cc2)cc1	3	-80	-6	9	-3	·	0
Cc1cc[n+](CC(=O)Nc2cccc(C)c2)cc1	17	9	-3	2	5	7	9

Not a retest: 2 of the compounds above.
SMILES	ARNT TACC3 PPI	Statin myotox sup	miR-122 sensor	ERp5 inh	esBAF inh	Cneo AK release	SIRT5 inh
Cc1ccc(S(=O)(=O)c2nnn3c2nc(N2CCOCC2)c2ccccc23)cc1	5	2	-4	-6	1	1	-3
Cc1ccc(S(=O)(=O)Nc2c(C)n(C)n(-c3ccccc3)c2=O)cc1C(=O)NCc1ccccc1	-3	1	3	-4	-3	0	0

Continued.
SMILES	ARNT TACC3 PPI	Statin myotox sup	miR-122 sensor	ERp5 inh	esBAF inh	Cneo AK release	SIRT5 inh
Cc1ccc(N2CC(C(=O)NCc3cccnc3)CC2=O)cc1 (stereo unspecified)	-3	20	6	·	6	4	·
O=C(N/N=C\c1c(O)ccc2ccccc12)c1cncc(Br)c1	15	37	·	0	-59	4	-1
CCCC(=O)Nc1ccc2c(c1)OC[C@H](C)N(C(=O)CC1CC1)C[C@H](C)[C@H](OC)CN(C)C2=O	0	3	10[16.7 µM]	1	-1	0	1
CC(C)NC(=O)N(C)C[C@H]1OCCCC[C@H](C)Oc2ccc(NC(=O)Nc3ccc(F)cc3)cc2C(=O)N([C@@H](C)CO)C[C@H]1C	-4	·	-1[16.7 µM]	2	-7	-6	0
C=CCn1c(SCc2c(Cl)cccc2Cl)nnc1-c1cccnc1	-5	·	13	·	·	0	·
COc1ccc(OC)c(C(C)NC=O)c1 (stereo unspecified)	-4	2	3	-4	3	-1	-4
CC1CCC(NC(=O)c2cccc(S(=O)(=O)N3CCOCC3)c2)CC1 (stereo unspecified)	·	-6	-9	-12	24	-1	·
CC(=O)c1ccccc1NC(=O)COC(=O)CCCN1C(=O)c2cccc3cccc(c23)C1=O	0	-1	1	·	-3	·	·
CCOC(=O)C1CCCN(S(=O)(=O)c2ccc(-n3cnnn3)c(C)c2)C1 (stereo unspecified)	-5	-3	·	1	-5	0	-1
C=CC[n+]1c(/C=C2\C=Cc3cc(C)ccc3N2CC)ccc2ccccc21	12	·	·	-5	·	·	0

7 of the entries above in order of their number in esBAF inh, smallest number first.
Structure	esBAF inh
O=C(N/N=C\c1c(O)ccc2ccccc12)c1cncc(Br)c1	-59
CC(C)NC(=O)N(C)C[C@H]1OCCCC[C@H](C)Oc2ccc(NC(=O)Nc3ccc(F)cc3)cc2C(=O)N([C@@H](C)CO)C[C@H]1C	-7
CCOC(=O)C1CCCN(S(=O)(=O)c2ccc(-n3cnnn3)c(C)c2)C1 (stereo unspecified)	-5
CC(=O)c1ccccc1NC(=O)COC(=O)CCCN1C(=O)c2cccc3cccc(c23)C1=O	-3
CCCC(=O)Nc1ccc2c(c1)OC[C@H](C)N(C(=O)CC1CC1)C[C@H](C)[C@H](OC)CN(C)C2=O	-1
COc1ccc(OC)c(C(C)NC=O)c1 (stereo unspecified)	3
Cc1ccc(N2CC(C(=O)NCc3cccnc3)CC2=O)cc1 (stereo unspecified)	6

Later entries.
SMILES	ARNT TACC3 PPI	Statin myotox sup	miR-122 sensor	ERp5 inh	esBAF inh	Cneo AK release	SIRT5 inh
Cc1ccccc1C(=O)Nc1ccc(C(=O)N/N=C/c2ccncc2)cc1	38	·	·	1	·	·	-1
Cc1c(C(=O)NCc2ccco2)oc2ccc(Br)cc12	3	0	4	-2	10	-1	0
CC(C)CCNC(=O)COC(=O)c1cc(Br)c(Br)s1	-2	·	·	5	·	·	0
COc1ccc(-c2cn3cccnc3n2)cc1NC(=O)C1CCCC1	-1	·	5	·	-3	2	·
O=C(NC1CCC(O)CC1)c1ccccc1OCc1ccc(F)cc1 (stereo unspecified)	1	-5	-1	11	-7	0	3
CN(C)Cc1c(OC(=O)c2ccc(N)cc2)ccc2ccccc12	8	-1	4	4	11	0	·
Cc1ccc(NC(=S)NNC(=O)c2nn(C)cc2Cl)cc1	29	·	-17	·	·	-2	·

By substructure, the compounds so far containing a furan ring, fused or not
SMILES	ARNT TACC3 PPI	Statin myotox sup	miR-122 sensor	ERp5 inh	esBAF inh	Cneo AK release	SIRT5 inh
O=C(Nc1ccccc1N1CCCCC1)c1ccco1	-10	-22	-4	·	-1	-11	·
CC(C)NC(=O)COc1coc(CN2CCN(C(=O)c3ccco3)CC2)cc1=O	30	3	·	11	-7	-1	0
Cc1ccc(-c2nc(CN3CCN(c4cnccn4)CC3)c(C)o2)o1	-1	·	·	6	·	·	-4
COc1ccc(-c2nonc2NC(=O)c2ccco2)cc1OC	5	-1	-2	2	-4	1	-9
Cc1c(C(=O)NCc2ccco2)oc2ccc(Br)cc12	3	0	4	-2	10	-1	0

Source: PubChem (Broad Institute)
